Fam108B inh = mouse Fam108B serine hydrolase inhibitors, primary screen, counter-screen for RBBP9 inhibitor project, biochemical, fluorescence polarization. recombinant Fam108B, FP-Rh probe fluorescence polarization. inhibition, % at 9.51 µM. hit rate 0.33% among 300,000. AID 1947, 2009;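 active = inhibition above the screen mean inhibition plus 3 SD, computed separately per campaign, cut at about 18% in these data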;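 also: inhibitors lower polarization as less probe binds the enzyme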
GLD-1 TGE inh = GLD-1/TGE RNA complex disruptors, primary screen, biochemical, fluorescence polarization; Female germline-specific tumor suppressor gld-1 (Caenorhabditis elegans), Q17339; purified GLD-1 + fluorescein TGE RNA; inhibition, % at 5.96 µM; hit rate 0.44% among 320,000; AID 2280, 2010;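 active = percent inhibition above a per-plate cutoff, the plate mean of test compounds plus 3 SD, cut at about 30% in these data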;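 also: 0% = DMSO wells with GLD-1 and probe and 100% = wells lacking GLD-1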
Target sequence (Q17339 whole entry, looked up): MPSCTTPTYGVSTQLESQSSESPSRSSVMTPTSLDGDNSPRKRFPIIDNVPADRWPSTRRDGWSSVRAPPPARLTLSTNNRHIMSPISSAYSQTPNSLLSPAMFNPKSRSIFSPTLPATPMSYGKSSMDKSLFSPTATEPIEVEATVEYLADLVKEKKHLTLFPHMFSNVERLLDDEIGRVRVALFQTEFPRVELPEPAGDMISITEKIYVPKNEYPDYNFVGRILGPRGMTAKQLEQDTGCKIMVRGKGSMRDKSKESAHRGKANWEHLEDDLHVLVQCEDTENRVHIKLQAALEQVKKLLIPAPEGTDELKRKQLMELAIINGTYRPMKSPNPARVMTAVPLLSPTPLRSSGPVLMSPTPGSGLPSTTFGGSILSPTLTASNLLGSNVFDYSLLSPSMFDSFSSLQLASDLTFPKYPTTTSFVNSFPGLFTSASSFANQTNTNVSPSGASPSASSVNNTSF
MEX-5 binding = MEX-5 zinc finger RNA-binding disruptors – biochemical, C. elegans, fluorescence polarization, MLPCN library, primary screen. Zinc finger protein mex-5 (Caenorhabditis elegans), Q9XUB2. MEX-5/FITC-TCR2 RNA binding; active compounds read low. activity score (negative = inhibition of binding), % at 10 µM. hit rate 0.38% among 300,000. AID 1832, 2009;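 active = inhibition past about -25% in most replicates, and total fluorescence under double the plate's negative control median, limit read from the data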;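 also: 0% = DMSO and -100% = 5 µM competing unlabeled TCR2 RNA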
BCLXL inh = inhibitors of human Bcl-xL, primary screen, biochemical, fluorescence polarization, HTS. Bcl-2-like protein 1 (Homo sapiens), Q07817. GST-Bcl-xL / FITC-Bim BH3 peptide fluorescence polarization. hit rate 0.7% among 320,000. inhibition, % at 10.9 µM. AID 2129, 2009;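 active = inhibition above the mean of all tested compounds plus 3 SD, cutoff set per campaign, cut at about 30% in these data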;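 also: 0% = DMSO wells and 100% = unlabeled Bim-BH3 peptide competitor; inhibitors lower millipolarization by displacing the labeled peptide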
Target sequence (Q07817 whole entry, looked up): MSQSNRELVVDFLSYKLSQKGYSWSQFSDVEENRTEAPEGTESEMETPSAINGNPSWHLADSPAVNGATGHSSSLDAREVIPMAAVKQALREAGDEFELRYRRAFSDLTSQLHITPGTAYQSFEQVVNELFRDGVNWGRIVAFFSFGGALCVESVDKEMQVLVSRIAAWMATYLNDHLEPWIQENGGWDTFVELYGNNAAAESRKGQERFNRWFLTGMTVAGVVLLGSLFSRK
EBNA-1 inh = EBNA-1 DNA-binding inhibitors, primary screen, biochemical, fluorescence polarization; inhibition, % at 14.8 µM; hit rate 0.34% among 300,000; in the data active = inhibition above about 28%
MCL1-BIM inh = inhibitors of MCL1 binding to BIM-BH3, primary screen, biochemical, fluorescence polarization | inhibition, % at 10.9 µM | AID 2057, 2009 | GST-MCL1 / FITC-Bim-BH3 fluorescence polarization | hit rate 0.68% among 320,000;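 active = inhibition above the mean inhibition of all tested compounds plus 3 SD, set per campaign, cut at about 40% in these data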;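 also: 0% = DMSO wells and 100% = unlabeled Bim-BH3 peptide control; higher means more loss of mP so more displacement of Bim peptide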
Yeast superoxide = reduction of superoxide in aged yeast, primary screen, HTS; S. cerevisiae aged cells, superoxide DHE fluorescence; active compounds read low; superoxide response (% of plate mean), % at 10 µM; hit rate 0.18% among 330,000;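 active = superoxide response under a set limit, about three screen SD below normal, cut at about 65% in these data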;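 also: yeast aged for seven days with compound at 30 °C before DHE staining; 100% = average MFI of all compound-treated wells on the plate with controls excluded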
ZTA counter = counter-screen for EBNA-1 inhibitors: inhibitors of Epstein-Barr virus ZTA | ZTA-DNA binding, fluorescence polarization | inhibition, % at 11 µM | hit rate 0.15% among 320,000 | AID 2234; in the data active = inhibition above about 33%
Target sequence (P03206 whole entry, looked up): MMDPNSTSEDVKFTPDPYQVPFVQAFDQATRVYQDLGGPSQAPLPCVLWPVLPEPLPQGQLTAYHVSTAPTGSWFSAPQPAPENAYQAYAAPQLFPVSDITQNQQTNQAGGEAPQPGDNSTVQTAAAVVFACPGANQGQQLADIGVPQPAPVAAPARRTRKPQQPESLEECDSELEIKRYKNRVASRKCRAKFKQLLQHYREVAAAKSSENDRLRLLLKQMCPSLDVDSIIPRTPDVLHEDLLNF
Efflux pump inh = inhibitors of Candida efflux pumps in yeast, primary screen, S. cerevisiae, Nile Red, multiplex | S. cerevisiae Candida pump triplex | inhibition, % at 10 µM | hit rate 0.44% among 330,000;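 active = plate passing quality check with inhibition over a set limit, or well fluorescence over plate mean plus 4 SD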;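 also: Nile Red retained in pooled yeast measured as flow cytometry median fluorescence; 0% = buffer negative control and 100% = Enniatin B positive control; higher means more Nile Red kept so more efflux inhibition; some compounds called inactive have numbers as strong as hits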
The depositor's hits bear a star; i = inactive; · = not tested or not shown.

SMILES | Fam108B inh | GLD-1 TGE inh | MEX-5 binding | BCLXL inh | EBNA-1 inh | MCL1-BIM inh | Yeast superoxide | ZTA counter | Efflux pump inh
COc1ccc(CCNC(=O)CS(=O)Cc2nc(-c3ccccc3F)oc2C)cc1OC (stereo not drawn) | -2 | 6 | 2.0 | -1 | -3 | 0 | 103 | 9 | -0.1
CCN1CCN(c2nn3c(=O)c4ccccc4nc3c3ccccc23)CC1 | -3 | -1 | 0.6 | 3 | 5 | -2 | 102 | 6 | 0.0
Cc1nc2c(C)cccn2c1C(=O)N/N=C/c1ccccc1[N+](=O)[O-] | 1 | -1 | 0.2 | 4 | 1 | 6 | 105 | -11 | 0.0
Cc1ccccc1CS(=O)(=O)Cc1ccc(C(=O)NCCCN2CCOCC2)o1 | 3 | 1 | -0.2 | -1 | -8 | 13 | 113 | -2 | 0.0
Cc1ccc(C)c(NC(=O)c2cc(S(=O)(=O)N3CCCCC3)ccc2N2CCOCC2)c1 | · | -3 | · | -2 | · | -5 | 90 | -7 | 0.2
O=C(CNc1ccccc1)N/N=C/c1ccc([N+](=O)[O-])o1 | -2 | -1 | -0.1 | 6 | 6 | 8 | 113 | 18 | 0.0
C=CCn1c(=O)c2c(nc3n2CCN3c2cccc(Cl)c2C)n(C)c1=O | 2 | 6 | 1.3 | -9 | -4 | -1 | 102 | 1 | -0.1
O=C(CCNC(=O)c1ccc([N+](=O)[O-])cc1)NNC(=O)c1ccccc1F | · | 1 | · | 0 | · | -3 | 111 | -6 | 0.2
CC(C)Oc1ccccc1/C=N/NC(=O)C1CC1 | 0 | 1 | -0.8 | 5 | 1 | 3 | 95 | -2 | -0.1
COc1cc(C)c(CN2CCC(n3nccc3NC(=O)C3CC3)CC2)cc1C | 5 | -4 | -3.7 | 5 | 0 | -3 | 104 | 19 | -0.1
CCN(CC)CCNC(=O)c1ccc(NC(=O)c2ccc(C(=O)c3ccccc3)cc2)cc1 | 5 | 2 | 2.6 | -15 | -2 | -23 | 86 | -12 | -0.1
CC(C)CCNc1nc(N)c([N+](=O)[O-])c(NC2CCCCC2)n1 | 1 | 1 | -1.2 | 3 | 8 | 0 | 99 | 4 | -0.1
Cc1nnc(SC(C)C(=O)Nc2ncc(Cl)cc2Cl)n1Cc1ccccc1 (stereo not drawn) | 3 | 0 | 1.6 | -9 | -5 | -6 | 96 | -8 | 0.1
O=C(NCc1ccccc1F)C(=O)NCC1CCCN1S(=O)(=O)c1cccs1 (stereo not drawn) | 0 | 5 | 6.3 | 11 | -3 | 9 | 97 | -2 | 0.1
Cc1ccc(C(C)C)c(OCCNC(=O)c2cncc(Br)c2)c1 | -4 | 2 | 2.7 | 2 | -5 | 10 | 97 | -1 | 0.1
C=CCOC(=O)C(C#N)c1nc2ccccc2nc1N1CCN(Cc2ccccc2)CC1 (stereo not drawn) | 4 | 2 | -2.6 | 7 | -12 | 8 | 112 | 5 | 0.5
Cc1ccc2c(c1)nnn2C1CCN(CC(=O)NNC(=O)c2ccco2)CC1 | 2 | -1 | -0.9 | 1 | -1 | -2 | 97 | 11 | 0.0
Cc1ccc2ncnc(Nc3ccc(C)c(C)c3)c2c1 | -2 | 5 | -0.6 | 3 | -1 | 0 | 116 | -7 | -0.2
COC(=O)C1=C(C(=O)OC)[C@@H]2Nc3ccccc3[C@@]23C[C@@H](C(=O)OC)N(C(=O)c2cccs2)C3=N1 | 3 | 1 | -1.4 | 4 | 3 | 2 | 79 | -18 | -0.1
O=C(NCc1ccccn1)C(=O)NCC(c1ccco1)N1CCOCC1 (stereo not drawn) | -3 | 10 | 1.4 | 4 | 12 | 1 | i | -2 | -0.1
COC(C(=O)Nc1ccnn1C1CCN(C(=O)c2cccc(F)c2)CC1)c1ccccc1 (stereo not drawn) | 0 | 2 | 2.4 | 0 | -5 | -8 | 93 | -5 | -0.1
CC(=O)/C(=N/Nc1ccccc1)Sc1nnc(CCc2ccccc2)n1-c1ccccc1 | 1 | 2 | -0.4 | 18 | 4 | 6 | 107 | 0 | 0.1
CN(C)S(=O)(=O)c1cc(NC(=O)COC(=O)c2ccc3c(c2)OCO3)ccc1Cl | 0 | -5 | · | 1 | -3 | 1 | 101 | -14 | 0.0
Cc1nc2cc(-c3ccccc3)nn2c(C)c1CCC(=O)NC(C)c1ccc2c(c1)OCCO2 (stereo not drawn) | -3 | -3 | 1.7 | -3 | 6 | -3 | 101 | 7 | 0.2
O=C(NCc1ccco1)c1cccc(S(=O)(=O)N2CCc3ccccc32)c1 | 1 | 6 | -2.1 | 3 | -3 | 1 | 91 | 3 | 0.0

Pulled one by one from the entries so far, 2 records:
SMILES | Fam108B inh | GLD-1 TGE inh | MEX-5 binding | BCLXL inh | EBNA-1 inh | MCL1-BIM inh | Yeast superoxide | ZTA counter | Efflux pump inh
Cc1ccc(C)c(NC(=O)c2cc(S(=O)(=O)N3CCCCC3)ccc2N2CCOCC2)c1 | · | -3 | · | -2 | · | -5 | 90 | -7 | 0.2
COc1cc(C)c(CN2CCC(n3nccc3NC(=O)C3CC3)CC2)cc1C | 5 | -4 | -3.7 | 5 | 0 | -3 | 104 | 19 | -0.1

Some of these compounds in order of their number in MCL1-BIM inh, ascending.
SMILES | GLD-1 TGE inh | MEX-5 binding | BCLXL inh | EBNA-1 inh | MCL1-BIM inh | Efflux pump inh
CCN(CC)CCNC(=O)c1ccc(NC(=O)c2ccc(C(=O)c3ccccc3)cc2)cc1 | 2 | 2.6 | -15 | -2 | -23 | -0.1
CCN1CCN(c2nn3c(=O)c4ccccc4nc3c3ccccc23)CC1 | -1 | 0.6 | 3 | 5 | -2 | 0.0
CC(C)CCNc1nc(N)c([N+](=O)[O-])c(NC2CCCCC2)n1 | 1 | -1.2 | 3 | 8 | 0 | -0.1

The main list resumes, starting 2 compounds before the break.
SMILES | Fam108B inh | GLD-1 TGE inh | MEX-5 binding | BCLXL inh | EBNA-1 inh | MCL1-BIM inh | Yeast superoxide | ZTA counter | Efflux pump inh
Cc1nc2cc(-c3ccccc3)nn2c(C)c1CCC(=O)NC(C)c1ccc2c(c1)OCCO2 (stereo not drawn) | -3 | -3 | 1.7 | -3 | 6 | -3 | 101 | 7 | 0.2
O=C(NCc1ccco1)c1cccc(S(=O)(=O)N2CCc3ccccc32)c1 | 1 | 6 | -2.1 | 3 | -3 | 1 | 91 | 3 | 0.0
COc1ccc(Br)cc1/C=N/NC(=O)c1cc(OC)c(OC)c(OC)c1 | -6 | 4 | -0.1 | 4 | -1 | 5 | 111 | -3 | -0.2
N#C/C(=N\Nc1ccc(Cl)cc1)C(=N)N1CCCCCC1 | 5 | -6 | -0.8 | 5 | 7 | 5 | 110 | -6 | -0.1
CN(c1ccccc1)S(=O)(=O)c1ccc(Cl)c(C(=O)NCc2ccccc2CN2CCCC2)c1 | · | -7 | · | 2 | · | 2 | 102 | -2 | -0.1
Cc1ccccc1NC(=O)C1CCN(c2cc(-c3ccccc3)nc3ncnn23)CC1 | -2 | 6 | -0.7 | 3 | -2 | 0 | 108 | 8 | 0.1
CCOC(=O)c1sc2c(c1C)c(=O)c(C(=O)OCC)cn2CC | -5 | 2 | -1.0 | 3 | 5 | 9 | 102 | 3 | 0.3
O=C(Nc1ccccc1F)c1cc(C(=O)Nc2ccccc2F)cc([N+](=O)[O-])c1 | 4 | 5 | -0.1 | 4 | 5 | -2 | 97 | -10 | 0.2
COc1ccc(N2CCN(C(=S)Nc3ccc(OC)cc3OC)CC2)cc1 | -1 | -4 | 0.9 | 5 | 9 | 8 | 96 | -13 | 0.0
COc1cc2c(cc1OC)C(C)N(C(=O)c1cc3n(n1)C(C(F)(F)F)CC(c1ccco1)N3)CC2 (stereo not drawn) | 1 | 4 | 3.9 | -3 | -15 | -2 | 101 | -4 | -0.3
COc1ccccc1N(CC(=O)NCc1ccco1)S(C)(=O)=O | -4 | -1 | 1.1 | 5 | -10 | 2 | 97 | -5 | 0.4
Cc1cccc(C)c1NC(=O)CN1C(=O)C(C)Oc2ccccc21 (stereo not drawn) | -1 | 8 | -0.9 | 8 | -6 | 4 | 102 | 10 | -0.2
CC1=C(C(=O)N2CCCCCC2)C2(CCC(C)CC2)OC1=O (stereo not drawn) | 0 | 1 | -2.8 | 8 | 4 | 4 | 91 | -1 | 0.0
Cc1ccccc1N1C(=O)C2ON(c3ccccc3)C(c3ccncc3)C2C1=O (stereo not drawn) | 4 | 4 | 0.9 | 4 | -3 | 6 | 105 | -4 | -0.1
Cc1cc(C(=O)O)ccc1N=Cc1c(O)ccc2ccccc12 | -5 | -10 | 2.1 | 1 | -5 | -5 | 106 | -7 | -0.1
COc1ccc(NC(=O)CS(=O)c2cccc(C(F)(F)F)c2)cc1 (stereo not drawn) | -2 | -6 | -0.6 | 0 | -1 | -4 | 117 | 6 | 0.2
CC1(C)CC(NC(=O)CCC2CCCC2)CC(C)(C)N1 | -5 | 1 | 1.2 | 6 | 9 | 9 | 100 | 4 | 0.0
Nc1nnc(CCS(=O)(=O)c2cc(Cl)ccc2Cl)s1 | 0 | 2 | -1.9 | 1 | 2 | 3 | 110 | -3 | 0.2
CCCCOc1cccc(OCCCC)c1C(=O)Nc1cc(C)on1 | 0 | 9 | -2.2 | 1 | -2 | 7 | 102 | -8 | 0.2
COc1ccc(C(=O)OC(C)CN2CCOCC2)cc1 (stereo not drawn) | -1 | -2 | 1.0 | 0 | -4 | 2 | 100 | 0 | 0.0
CCOc1ccc2nc(NCCNC(=O)Nc3cccc(C)c3)c(C#N)cc2c1 | -4 | 0 | 0.7 | 6 | 8 | 8 | 97 | 9 | 0.1
O=C1O/C(=C/c2ccccc2)c2ccccc21 | 1 | 8 | -0.7 | 3 | -9 | 3 | 111 | -3 | 0.2
Cc1c(CCO)c(=O)[nH]n1S(=O)(=O)c1cccc(C(F)(F)F)c1 | -3 | 3 | -1.9 | 1 | 0 | 8 | 99 | 2 | -0.1
CCOC(=O)c1[nH]c2c(c1-c1ccccc1)C(=O)CC(c1ccccc1)C2 (stereo not drawn) | 2 | 0 | -2.1 | 2 | 4 | 4 | 106 | 0 | 0.9
COc1cc(OC)c(C(=O)N2CCN(c3ccccn3)CC2)cc1OC | -5 | -3 | 1.5 | 9 | 4 | 1 | 104 | 10 | -0.1
CCC(C)(C)NC(=O)CCn1c(-c2ccccc2)cc(C(C)=O)c1C | 1 | 3 | -0.3 | -3 | -3 | -6 | 109 | -8 | 0.2
Cc1ccc(CN(C)C(=O)COc2ccc(S(=O)(=O)N3CCCC3)cc2[N+](=O)[O-])c(C)c1 | · | 4 | · | -3 | · | -4 | 97 | 12 | 0.0
O=C(CC(n1cncn1)C(Cl)(Cl)Cl)c1ccc([N+](=O)[O-])cc1 (stereo not drawn) | -5 | -6 | -2.6 | 5 | 6 | 2 | 104 | -11 | -0.1
Cc1cc(SCC(=O)Nc2cccc(S(=O)(=O)NC3=NCCCCC3)c2)c(C)cc1Br | -11 | 8 | -0.3 | -1 | -3 | -7 | 77 | -9 | -0.7

Bioassay records from PubChem.
